T cruzi intra: inhibitors of intracellular Trypanosoma cruzi, primary screen, cell-based, plate reader, single point, set 2; intracellular Trypanosoma cruzi in host cells; 22,000 compounds, 4.9% hits; activity score (inhibition), % at 5.01 µM; AID 651903, 2012; in the data active = activity score above about 55%;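 note: parasites and compound incubated about four days before reading; 0% = median of neutral control wells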
INS-1E ATP HTS: protection of INS-1E cells from cytokine death, primary screen, ATP luminescence, single point; INS-1E cytokine-induced death, 48 h; normalised: neutral wells 0, positive control 100; protection from cytokine-induced ATP loss, % at 10 µM; 20,000 compounds, 0.1% hits; AID 488910, 2010;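 active = mean replicate protection from cytokine-induced ATP loss at least 50% and at least 75% of replicates each reaching 50%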
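Assay system: INS-1E rat insulinoma cells. Amount: 8000 cells per well. Medium: phenol-red-free RPMI with 5% fetal bovine serum. Reagent: IL-1β, TNF-α and IFN-γ cytokine mix. Doses: one compound concentration, pin transfer. Schedule: 48 h co-treatment, 10 min post-lysis read. Detection: CellTiter-Glo luminescence measuring cellular ATP.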
* = called active by the depositor; . = not tested or not shown.

A first look:
Compound | T cruzi intra | INS-1E ATP HTS
COc1ccc(S(=O)(=O)Nc2ccc3c(c2)C(=O)N([C@H](C)CO)C[C@@H](C)[C@H](CN(C)S(=O)(=O)c2ccc(Cl)cc2)O3)cc1 | -3 | -3
C[C@H]1CN([C@@H](C)CO)C(=O)Cc2cc(NC(=O)CCN3CCOCC3)ccc2O[C@@H]1CN(C)Cc1ccc(C(F)(F)F)cc1 | 34 | 5

The listing, repeating the preview:
Compound | T cruzi intra | INS-1E ATP HTS
COc1ccc(S(=O)(=O)Nc2ccc3c(c2)C(=O)N([C@H](C)CO)C[C@@H](C)[C@H](CN(C)S(=O)(=O)c2ccc(Cl)cc2)O3)cc1 | -3 | -3
C[C@H]1CN([C@@H](C)CO)C(=O)Cc2cc(NC(=O)CCN3CCOCC3)ccc2O[C@@H]1CN(C)Cc1ccc(C(F)(F)F)cc1 | 34 | 5
COc1ccc(NC(=O)Nc2cccc3c2O[C@H](CN(C)C(=O)Nc2ccc4c(c2)OCO4)[C@@H](C)CN([C@H](C)CO)C3=O)cc1 | -13 | 5
C[C@H]1CN([C@@H](C)CO)C(=O)c2cccc(NC(=O)Nc3cccc4ccccc34)c2O[C@@H]1CN(C)S(=O)(=O)c1ccc(Cl)cc1 | 18 | 0
C[C@H]1CN([C@@H](C)CO)C(=O)c2cc(NS(C)(=O)=O)ccc2O[C@H]1CN(C)CC1CC1 | -13 | 4
Cc1noc(C)c1S(=O)(=O)Nc1cccc2c1O[C@@H](CN(C)C(=O)Nc1ccc3c(c1)OCO3)[C@@H](C)CN([C@@H](C)CO)C2=O | -7 | 3
C[C@@H]1CN([C@H](C)CO)C(=O)c2cccc(NC(=O)c3ccc(-c4nccs4)cc3)c2O[C@H]1CN(C)C(=O)Nc1cccc2ccccc12 | -11 | 9
C[C@H](CO)N1C[C@H](C)[C@@H](CN(C)S(=O)(=O)c2cn(C)cn2)Oc2c(cccc2N(C)C)C1=O | 59* | 6
C[C@@H]1CN([C@H](C)CO)C(=O)CCCn2cc(nn2)CO[C@H]1CN(C)C(=O)Oc1ccccc1 | -7 | .
C[C@@H]1CN([C@@H](C)CO)C(=O)c2cc(NS(=O)(=O)c3ccc(F)cc3)ccc2O[C@H]1CN(C)C(=O)Nc1cccc2ccccc12 | 9 | .
Cc1noc(C)c1S(=O)(=O)Nc1cccc2c1O[C@@H](CN(C)Cc1ccc(C(=O)O)cc1)[C@@H](C)CN([C@H](C)CO)C2=O | -22 | 13
Cc1noc(C)c1NC(=O)Nc1ccc2c(c1)CC(=O)N([C@H](C)CO)C[C@@H](C)[C@H](CN(C)Cc1ccc(Oc3ccccc3)cc1)O2 | 3 | -12
C[C@H]1CN([C@@H](C)CO)C(=O)Cc2cc(NC(=O)C3CC3)ccc2O[C@@H]1CN(C)C(=O)Nc1cccc2ccccc12 | -18 | -1
C[C@H]1CN([C@@H](C)CO)C(=O)CCCn2cc(nn2)CO[C@H]1CN(C)C(=O)Nc1ccc(N2CCCCC2)cc1 | -2 | .
C[C@H](CO)N1C[C@H](C)[C@H](CN(C)Cc2ccncc2)Oc2ncc(C#CCC3CCCC3)cc2C1=O | 27 | .

Given with two lines to a compound: part of the list above.
Every second line gives: T cruzi intra | INS-1E ATP HTS
- C[C@H]1CN([C@@H](C)CO)C(=O)Cc2cc(NC(=O)CCN3CCOCC3)ccc2O[C@@H]1CN(C)Cc1ccc(C(F)(F)F)cc1
    34 | 5
- COc1ccc(NC(=O)Nc2cccc3c2O[C@H](CN(C)C(=O)Nc2ccc4c(c2)OCO4)[C@@H](C)CN([C@H](C)CO)C3=O)cc1
    -13 | 5
- C[C@H]1CN([C@@H](C)CO)C(=O)c2cccc(NC(=O)Nc3cccc4ccccc34)c2O[C@@H]1CN(C)S(=O)(=O)c1ccc(Cl)cc1
    18 | 0
- C[C@H]1CN([C@@H](C)CO)C(=O)c2cc(NS(C)(=O)=O)ccc2O[C@H]1CN(C)CC1CC1
    -13 | 4
- Cc1noc(C)c1S(=O)(=O)Nc1cccc2c1O[C@@H](CN(C)C(=O)Nc1ccc3c(c1)OCO3)[C@@H](C)CN([C@@H](C)CO)C2=O
    -7 | 3
- C[C@@H]1CN([C@H](C)CO)C(=O)c2cccc(NC(=O)c3ccc(-c4nccs4)cc3)c2O[C@H]1CN(C)C(=O)Nc1cccc2ccccc12
    -11 | 9
- C[C@H](CO)N1C[C@H](C)[C@@H](CN(C)S(=O)(=O)c2cn(C)cn2)Oc2c(cccc2N(C)C)C1=O
    59* | 6
- C[C@@H]1CN([C@H](C)CO)C(=O)CCCn2cc(nn2)CO[C@H]1CN(C)C(=O)Oc1ccccc1
    -7 | .
- C[C@@H]1CN([C@@H](C)CO)C(=O)c2cc(NS(=O)(=O)c3ccc(F)cc3)ccc2O[C@H]1CN(C)C(=O)Nc1cccc2ccccc12
    9 | .
- Cc1noc(C)c1S(=O)(=O)Nc1cccc2c1O[C@@H](CN(C)Cc1ccc(C(=O)O)cc1)[C@@H](C)CN([C@H](C)CO)C2=O
    -22 | 13
- Cc1noc(C)c1NC(=O)Nc1ccc2c(c1)CC(=O)N([C@H](C)CO)C[C@@H](C)[C@H](CN(C)Cc1ccc(Oc3ccccc3)cc1)O2
    3 | -12
- C[C@H]1CN([C@@H](C)CO)C(=O)Cc2cc(NC(=O)C3CC3)ccc2O[C@@H]1CN(C)C(=O)Nc1cccc2ccccc12
    -18 | -1
- C[C@H]1CN([C@@H](C)CO)C(=O)CCCn2cc(nn2)CO[C@H]1CN(C)C(=O)Nc1ccc(N2CCCCC2)cc1
    -2 | .
- C[C@H](CO)N1C[C@H](C)[C@H](CN(C)Cc2ccncc2)Oc2ncc(C#CCC3CCCC3)cc2C1=O
    27 | .

Following part
Compound | T cruzi intra | INS-1E ATP HTS
CNC[C@@H]1Oc2c(NS(=O)(=O)c3ccc(Cl)cc3)cccc2C(=O)N([C@H](C)CO)C[C@H]1C | -22 | 0
Cc1cccc(CN(C)C[C@@H]2Oc3ncc(-c4cccc(F)c4)cc3C(=O)N([C@H](C)CO)C[C@@H]2C)c1 | 40 | .
C[C@@H]1CCCCO[C@H](CN(C)S(=O)(=O)c2ccc(Cl)cc2)[C@@H](C)CN([C@H](C)CO)C(=O)c2cc(NC(=O)Nc3ccc(F)cc3)ccc2O1 | 36 | -18
C[C@H](CO)N1C[C@H](C)[C@H](CN(C)S(C)(=O)=O)Oc2ccc(NC(=O)NC3CCCCC3)cc2C1=O | 3 | .
C[C@H]1CN([C@@H](C)CO)C(=O)c2cccc(NC(=O)c3ccc(-c4nccs4)cc3)c2O[C@@H]1CN(C)Cc1ccc(C(F)(F)F)cc1 | 47 | -24
Cc1cc(C(=O)Nc2cccc3c2O[C@H](CN(C)Cc2ccncc2)[C@@H](C)CN([C@H](C)CO)C3=O)n(C)n1 | -23 | 8
CNC[C@@H]1Oc2c(NC(=O)NC(C)C)cccc2C(=O)N([C@H](C)CO)C[C@@H]1C | -21 | 8
Cc1ccc(/C=N/NC(=O)c2ccccn2)o1 | 2 | -3
C[C@@H]1CN([C@H](C)CO)C(=O)Cc2cc(NC(=O)CCCCCC(=O)Nc3ccccc3N)ccc2O[C@@H]1CN(C)S(=O)(=O)c1cccs1 | -15 | 11
COc1ccc(S(=O)(=O)N(C)C[C@H]2Oc3ccc(NS(=O)(=O)c4ccccc4)cc3C(=O)N([C@H](C)CO)C[C@@H]2C)cc1 | -2 | -3
C[C@H]1CN([C@@H](C)CO)C(=O)Cc2cc(NC(=O)NC3CCCCC3)ccc2O[C@H]1CN(C)C(=O)NC1CCCCC1 | -7 | 15
COc1ccc(NC(=O)Nc2cccc3c2O[C@@H](CN(C)C(=O)Nc2ccc(C(F)(F)F)cc2)[C@H](C)CN([C@@H](C)CO)C3=O)cc1 | 8 | 3
C[C@H](CO)N1C[C@H](C)[C@@H](CN(C)C(=O)Nc2cccc3ccccc23)Oc2c(NS(C)(=O)=O)cccc2C1=O | -5 | 6
Cc1noc(C)c1S(=O)(=O)Nc1ccc2c(c1)C(=O)N([C@H](C)CO)C[C@@H](C)[C@H](CN(C)C(=O)Nc1ccccc1)O2 | -19 | 3
C[C@H]1CN([C@@H](C)CO)C(=O)c2cc(NC(=O)Nc3ccc(F)cc3)ccc2O[C@@H]1CN(C)C(=O)NC1CCCCC1 | -3 | 2
C[C@@H]1CN([C@H](C)CO)C(=O)Cc2cc(NS(=O)(=O)c3cccs3)ccc2O[C@H]1CN(C)Cc1ccccc1 | 11 | 4
C[C@@H]1CN([C@@H](C)CO)C(=O)c2cccc(NS(=O)(=O)c3ccc(F)cc3)c2O[C@@H]1CN(C)Cc1ccncc1 | 10 | -4
CC(C)NC(=O)Nc1cccc2c1O[C@H](CN(C)Cc1ccc(Oc3ccccc3)cc1)[C@H](C)CN([C@@H](C)CO)C2=O | -1 | -22
COc1ccc(NC(=O)Nc2cccc3c2O[C@H](CN(C)C(=O)Nc2ccc(C(F)(F)F)cc2)[C@H](C)CN([C@H](C)CO)C3=O)cc1 | 1 | 3
C[C@@H]1CN([C@@H](C)CO)C(=O)CCCn2nncc2CO[C@H]1CN(C)Cc1ccccc1 | 2 | .
C[C@@H]1CN([C@@H](C)CO)C(=O)c2cccc(NC(=O)c3cnccn3)c2O[C@H]1CN(C)C(=O)Nc1cccc2ccccc12 | -1 | 3
CNC[C@@H]1OCCCC[C@@H](C)Oc2ccc(NC(=O)c3ccncc3)cc2C(=O)N([C@H](C)CO)C[C@@H]1C | -1 | 9
C[C@H]1CN([C@@H](C)CO)C(=O)c2cccc(NS(=O)(=O)c3ccc(F)cc3)c2O[C@H]1CN(C)C(=O)Nc1ccc(F)cc1 | -2 | 12
C[C@@H]1CN([C@H](C)CO)C(=O)c2cc(NC(=O)Nc3ccccc3)ccc2O[C@H]1CN(C)C(=O)Nc1cccc2ccccc12 | -21 | -2
C[C@@H]1CN([C@H](C)CO)C(=O)c2cccc(NS(=O)(=O)c3ccccc3)c2O[C@@H]1CN(C)S(=O)(=O)c1cn(C)cn1 | -11 | 3
C[C@@H]1CN([C@@H](C)CO)C(=O)c2cccc(NC(=O)C3CCCCC3)c2O[C@H]1CN(C)S(=O)(=O)c1ccc(Cl)cc1 | 2 | 7
C[C@H](CO)N1C[C@H](C)[C@H](CN(C)Cc2ccc(Cl)c(Cl)c2)OCc2cnnn2CCCC1=O | -27 | .
C[C@@H]1CCCCO[C@@H](CN(C)Cc2ccncc2)[C@@H](C)CN([C@H](C)CO)C(=O)c2cc(NS(C)(=O)=O)ccc2O1 | -11 | 14
COc1cc(Br)c(/C=N/NC(=O)c2ccccn2)cc1OC | -4 | 7
COc1ccc(NC(=O)Nc2ccc3c(c2)CC(=O)N([C@H](C)CO)C[C@H](C)[C@H](CN(C)S(=O)(=O)c2ccc(Cl)cc2)O3)cc1 | -2 | -17
COc1ccc(S(=O)(=O)Nc2ccc3c(c2)C(=O)N([C@@H](C)CO)C[C@H](C)[C@@H](CN(C)C(=O)Nc2ccc(F)cc2)O3)cc1 | -4 | 3
C[C@@H]1CN([C@@H](C)CO)C(=O)c2cc(NC(=O)C3CCCCC3)ccc2O[C@H]1CN(C)CC1CCCCC1 | -24 | 2
C[C@@H]1CN([C@H](C)CO)C(=O)c2cc(NS(=O)(=O)c3ccccc3)ccc2O[C@@H]1CN(C)CC1CC1 | -6 | 5
C[C@@H]1CN([C@@H](C)CO)C(=O)c2cccc(NC(=O)C3CCCCC3)c2O[C@H]1CN(C)C(=O)NC1CCCCC1 | -4 | 4
C[C@@H]1CN([C@H](C)CO)C(=O)c2cccc(NC(=O)c3ccc(-c4nccs4)cc3)c2O[C@@H]1CN(C)Cc1ccc2c(c1)OCO2 | 15 | -5
C[C@@H]1CN([C@H](C)CO)C(=O)c2cccc(NC(=O)c3nc4ccccc4s3)c2O[C@H]1CN(C)Cc1ccc(C(F)(F)F)cc1 | 62* | -60
COc1ccc(S(=O)(=O)Nc2cccc3c2O[C@H](CN(C)Cc2ccc(C(F)(F)F)cc2)[C@H](C)CN([C@H](C)CO)C3=O)cc1 | 22 | -2
C[C@@H]1CCCCO[C@H](CN(C)C(=O)Nc2ccc(F)cc2)[C@@H](C)CN([C@H](C)CO)C(=O)c2cc(NC(=O)Nc3ccc4c(c3)OCO4)ccc2O1 | -2 | -4
CC1(C)COC(CCC/C=N/NC(=O)CCCCCCC(=O)O)OC1 | -27 | 1
C[C@@H]1CCCCO[C@H](CN(C)C(=O)Nc2ccccc2)[C@@H](C)CN([C@H](C)CO)C(=O)c2cc(NC(=O)Nc3ccc(F)cc3)ccc2O1 | 17 | -8
C[C@@H]1CN([C@H](C)CO)C(=O)c2cccc(NC(=O)CCCCCC(=O)Nc3ccccc3N)c2O[C@@H]1CN(C)C(=O)NC1CCCCC1 | -2 | 4
C[C@@H]1CN([C@@H](C)CO)C(=O)c2cccc(NS(=O)(=O)c3cn(C)cn3)c2O[C@@H]1CN(C)S(=O)(=O)c1ccc(Cl)cc1 | -4 | 3
C[C@@H]1CN([C@H](C)CO)C(=O)CCCn2cc(nn2)CO[C@@H]1CN(C)C(=O)Nc1ccccc1F | -24 | .
C[C@H]1CN([C@@H](C)CO)C(=O)c2cc(NC(=O)Cc3cn(C)c4ccccc34)ccc2O[C@@H]1CN(C)S(C)(=O)=O | -10 | .
CNC[C@@H]1OCc2cnnn2CCCC(=O)N([C@@H](C)CO)C[C@@H]1C | -15 | .

Screens (PubChem)
